PME-1 primary = PME-1 (human) inhibition. Q9Y570. recombinant PME-1, FP-Rh probe fluorescence polarization. inhibition, % at 5.9 µM. 0.53% of 320,000 active;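 active means inhibition above the campaign mean of all compounds plus 3 SD, cut at about 26% in these data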;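 further: competitive labeling of PME-1 active site by serine hydrolase directed probe; 0% = PME-1 with DMSO and 100% = wells lacking PME-1 enzyme; inhibitors block probe labeling so polarization falls and inhibition rises; many of its hits are not listed in these tables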
Fam108B counter = counter-screen for RBBP9 inhibitors: inhibitors of mouse Fam108B; AID 1947; 0.33% of 300,000 active; recombinant Fam108B, FP-Rh probe fluorescence polarization; inhibition, % at 9.51 µM;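 active means inhibition above the screen mean inhibition plus 3 SD, computed separately per campaign, cut at about 18% in these data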;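 further: inhibitors lower polarization as less probe binds the enzyme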
MEX-5 binding = C. elegans MEX-5 TCR-2 RNA binding activity; activity score (negative = inhibition of binding), % at 10 µM; MEX-5/FITC-TCR2 RNA binding, fluorescence polarization; stronger effect = lower value; 0.38% of 300,000 active; Q9XUB2;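 active means inhibition past about -25% in most replicates, and total fluorescence under double the plate's negative control median, limit read from the data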;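 further: 0% = DMSO and -100% = 5 µM competing unlabeled TCR2 RNA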
MCL1 BIM primary = disrupts human MCL1 binding to BIM-BH3 peptide | Q07820 | GST-MCL1 / FITC-Bim-BH3 fluorescence polarization | inhibition, % at 10.9 µM | 0.68% of 320,000 active;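 active means inhibition above the mean inhibition of all tested compounds plus 3 SD, set per campaign, cut at about 40% in these data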;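 further: 0% = DMSO wells and 100% = unlabeled Bim-BH3 peptide control; higher means more loss of mP so more displacement of Bim peptide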
Target sequence (Q07820 whole entry, looked up): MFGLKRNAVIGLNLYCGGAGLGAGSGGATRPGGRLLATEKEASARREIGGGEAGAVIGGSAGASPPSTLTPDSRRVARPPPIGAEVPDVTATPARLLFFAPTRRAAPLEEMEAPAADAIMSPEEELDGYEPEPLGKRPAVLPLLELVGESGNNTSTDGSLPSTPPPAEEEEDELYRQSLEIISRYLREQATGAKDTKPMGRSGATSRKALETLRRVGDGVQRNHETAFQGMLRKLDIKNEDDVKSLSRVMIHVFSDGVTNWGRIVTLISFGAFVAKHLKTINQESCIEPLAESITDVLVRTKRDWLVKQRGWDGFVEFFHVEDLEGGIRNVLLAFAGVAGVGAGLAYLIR
Bcl-xL primary = blocks human Bcl-xL binding to Bim BH3 peptide; inhibition, % at 10.9 µM; 0.7% of 320,000 active; Q07817; GST-Bcl-xL / FITC-Bim BH3 peptide fluorescence polarization;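 active means inhibition above the mean of all tested compounds plus 3 SD, cutoff set per campaign, cut at about 30% in these data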;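 further: 0% = DMSO wells and 100% = unlabeled Bim-BH3 peptide competitor; inhibitors lower millipolarization by displacing the labeled peptide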
Target sequence (Q07817 whole entry, looked up): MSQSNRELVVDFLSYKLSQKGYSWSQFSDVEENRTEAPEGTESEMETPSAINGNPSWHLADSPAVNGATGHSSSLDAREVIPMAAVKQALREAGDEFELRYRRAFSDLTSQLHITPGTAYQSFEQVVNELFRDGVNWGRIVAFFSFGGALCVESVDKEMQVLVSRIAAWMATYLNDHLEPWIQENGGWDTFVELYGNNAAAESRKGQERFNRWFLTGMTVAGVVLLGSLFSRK
GLD-1 RNA inh = GLD-1-TGE RNA interaction inhibition (C. elegans). purified GLD-1 + fluorescein TGE RNA, fluorescence polarization. inhibition, % at 5.96 µM. 0.44% of 320,000 active;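 active means percent inhibition above a per-plate cutoff, the plate mean of test compounds plus 3 SD, cut at about 30% in these data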;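 further: 0% = DMSO wells with GLD-1 and probe and 100% = wells lacking GLD-1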
PAFAH1B2 FP inh = blocks human PAF acetylhydrolase 1b catalytic subunit 2; P68402; recombinant PAFAH1B2, FP-rhodamine activity probe, fluorescence polarization; inhibition, % at 3.39 µM; 1.2% of 340,000 active;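 active means inhibition above the mean of all tested compounds plus 3 SD, cut at about 24% in these data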;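 further: 0% = enzyme with DMSO and 100% = wells lacking PAFAH1B2; many of its hits are not listed in these tables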
pPAFAH inh = pPAFAH (human) enzyme inhibition | Q13093 | recombinant pPAFAH, FP-rhodamine probe fluorescence polarization | inhibition, % at 3.39 µM | 1.5% of 330,000 active | AID 463082;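 active means inhibition above the mean inhibition across the screen plus 3 SD, cut at about 25% in these data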;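 further: inhibitors block binding of the rhodamine activity-based probe so polarization drops; 0% = enzyme with DMSO and 100% = wells lacking pPAFAH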
Target sequence (Q13093 whole entry, looked up): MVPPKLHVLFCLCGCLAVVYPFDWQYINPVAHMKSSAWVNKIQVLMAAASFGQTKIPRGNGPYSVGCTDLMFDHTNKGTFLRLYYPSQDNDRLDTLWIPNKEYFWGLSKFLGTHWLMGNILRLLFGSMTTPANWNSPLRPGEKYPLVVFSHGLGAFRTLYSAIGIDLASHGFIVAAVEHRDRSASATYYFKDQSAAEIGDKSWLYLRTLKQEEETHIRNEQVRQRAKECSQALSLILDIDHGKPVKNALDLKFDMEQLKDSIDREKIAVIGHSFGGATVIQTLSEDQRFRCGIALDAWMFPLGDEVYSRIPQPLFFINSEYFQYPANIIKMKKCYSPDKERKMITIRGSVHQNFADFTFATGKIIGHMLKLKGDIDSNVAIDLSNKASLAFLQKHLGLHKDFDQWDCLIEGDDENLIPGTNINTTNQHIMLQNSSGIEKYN
AHR act = activators of human aryl hydrocarbon receptor; P35869; AHR-responsive luciferase reporter cells, luminescence; activation, % at 5 µM; 2.5% of 320,000 active; AID 2796; in the data active means activation above about 47%;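 further: 0% = vehicle wells and 100% = reference agonist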
* marks the source's active call; other numbers are inactive results; . = not tested or not shown. The list is partial; rates above refer to the full screens.

[1] CCCCNC(=O)c1ccccc1NC(=O)c1ccc2c(c1)OCO2
[2] O=C(Nc1ccc(N2CCN(C(=O)c3ccccc3)CC2)cc1)c1cc([N+](=O)[O-])ccc1N1CCOCC1
[3] CN(c1ccc(Cl)cc1)c1cc(=O)n(C)c2ccccc12
[4] CC(C)(C)OC(=O)N/N=C/c1cn(-c2ccccc2)nc1-c1cccnc1
[5] COc1ccc(S(=O)(=O)NCC(c2ccc3c(c2)OCO3)N2CCN(C)CC2)cc1OC (configuration not stated)
[6] CC(=O)Nc1ccc(C(=O)OCCCOC(=O)c2ccc(NC(C)=O)cc2)cc1

assay / entry,1,2,3,4,5,6
PME-1 primary,-4,-5,-9,6,-1,-5
Fam108B counter,1,7,-1,1,1,4
MEX-5 binding,-1.6,-4.8,-3.1,0.7,2.0,-1.4
MCL1 BIM primary,-1,7,-4,7,-4,4
Bcl-xL primary,-3,8,6,7,8,3
GLD-1 RNA inh,2,0,7,2,2,1
PAFAH1B2 FP inh,4,5,29*,5,4,4
pPAFAH inh,-5,6,2,3,5,2
AHR act,58*,2,40,25,-1,1

[7] CCCN1CCN(CCCNC(=O)Cn2nc(-c3ccc(Cl)cc3)ccc2=O)CC1
[8] CN1CCc2c(sc3c2C(=O)NC(/C=C/c2ccco2)N3)C1 (configuration not stated)
[9] Cc1nn(-c2ccccc2)c(OC(=O)c2cccs2)c1S(=O)(=O)c1ccc([N+](=O)[O-])cc1
[10] CCCCc1ccc(NC(=S)N2CCCC(C)C2)cc1 (configuration not stated)
[11] CN(C)c1ccc(/C=N/NC(=O)c2nnn(-c3nonc3N)c2COc2ccc(F)cc2)cc1
[12] c1ccc(Cn2nnc(CNc3ccccc3)c2-c2c(CNc3ccccc3)nnn2Cc2ccccc2)cc1

assay / entry,7,8,9,10,11,12
PME-1 primary,-5,-8,4,-1,-1,5
Fam108B counter,4,2,0,-1,-14,5
MEX-5 binding,-0.1,-7.0,1.4,0.5,-5.5,-0.4
MCL1 BIM primary,8,17,-1,3,3,7
Bcl-xL primary,6,12,2,1,4,6
GLD-1 RNA inh,2,12,4,7,3,6
PAFAH1B2 FP inh,0,1,5,2,-2,-3
pPAFAH inh,0,3,-2,3,-2,10
AHR act,2,41,2,-5,0,6

[13] O=S(=O)(c1ccc(Cl)cc1)N1CCN(c2ccc(N3CCOCC3)nn2)CC1
[14] Cc1ccc(CSc2nnc(-c3ccncc3)n2CC2CCCO2)cc1 (configuration not stated)
[15] O=S(=O)(Nc1ccccc1)c1ccc2c(c1)CCO2
[16] Cc1ncoc1C(=O)N1CCCC(CCC(=O)NCc2ccc(F)c(F)c2)C1 (configuration not stated)
[17] CCC(C)[C@H](N)c1nnc(SCC(=O)Nc2ccc(C)cc2C)o1 (some centres not stated)
[18] O=C(Nc1ccc(F)cc1F)c1ccc2nc(N3CCOCC3)sc2c1

assay / entry,13,14,15,16,17,18
PME-1 primary,12,3,4,-4,-2,4
Fam108B counter,1,-2,2,1,0,2
MEX-5 binding,-1.0,0.2,-1.0,0.4,-2.4,0.0
MCL1 BIM primary,8,6,12,-1,15,-2
Bcl-xL primary,11,3,1,3,4,-4
GLD-1 RNA inh,4,-6,2,13,-5,5
PAFAH1B2 FP inh,26*,8,.,-1,1,-4
pPAFAH inh,5,2,19,3,0,-7
AHR act,1,2,2,2,10,6

[19] Cc1cc(C)nc(SCC(=O)N2CCc3ccccc32)n1
[20] COc1ccc(CN2CCC(N3CCC(C(=O)N4CCOCC4)CC3)CC2)c(F)c1
[21] Cc1ccc2oc(=O)c3cnn(CC(=O)NC4CCCCC4C)c3c2c1 (configuration not stated)
[22] c1csc(-c2noc(COc3ccc4c(c3)CCCC4)n2)c1
[23] COc1ccc(NC(=O)CSc2ncnc3[nH]ncc23)cc1
[24] S=C(N/N=C/c1ccc(Br)cc1)N1CCCCC1

assay / entry,19,20,21,22,23,24
PME-1 primary,4,-2,-1,-8,-4,-2
Fam108B counter,5,-2,6,-3,2,-4
MEX-5 binding,-1.7,-1.2,2.2,0.4,0.8,-0.9
MCL1 BIM primary,4,3,9,3,7,6
Bcl-xL primary,3,4,2,-1,4,3
GLD-1 RNA inh,5,-6,6,2,5,-3
PAFAH1B2 FP inh,0,0,1,-3,0,5
pPAFAH inh,5,2,7,1,1,5
AHR act,73*,2,13,5,4,-3

Full records, quoted from the list. Values in the order: PME-1 primary	Fam108B counter	MEX-5 binding	MCL1 BIM primary	Bcl-xL primary	GLD-1 RNA inh	PAFAH1B2 FP inh	pPAFAH inh	AHR act
COc1ccc(NC(=O)CSc2ncnc3[nH]ncc23)cc1 in the list: -4	2	0.8	7	4	5	0	1	4
Cc1cc(C)nc(SCC(=O)N2CCc3ccccc32)n1 in the list: 4	5	-1.7	4	3	5	0	5	73*
S=C(N/N=C/c1ccc(Br)cc1)N1CCCCC1 in the list: -2	-4	-0.9	6	3	-3	5	5	-3
c1csc(-c2noc(COc3ccc4c(c3)CCCC4)n2)c1 in the list: -8	-3	0.4	3	-1	2	-3	1	5

Next part.
[25] CN1CCN(C(=O)/C(=C/c2ccccc2)c2ccccc2)CC1
[26] CCCOc1ccc(C(=O)NCCC(=O)NCCCC(=O)OCC)cc1
[27] CCOC(=O)c1cnc(-n2nc(C)cc2C)nc1Oc1ccccc1F
[28] Cc1cc(C(=O)COC(=O)CCC(=O)c2ccc3c(c2)OCCO3)c(C)n1Cc1ccco1
[29] O=[N+]([O-])c1ccc2c(c1)nc(CO)n2Cc1ccccc1
[30] COc1cccc(SCc2noc(C(=O)NCCC(C)C)c2C(=O)NCCC(C)C)c1

assay / entry,25,26,27,28,29,30
PME-1 primary,-6,4,4,-4,0,-14
Fam108B counter,-2,2,3,-5,-4,-11
MEX-5 binding,-2.1,-1.3,1.4,-0.8,2.6,0.9
MCL1 BIM primary,0,1,-4,2,-2,3
Bcl-xL primary,4,-3,1,8,1,0
GLD-1 RNA inh,4,0,-3,3,-6,-4
PAFAH1B2 FP inh,7,5,.,2,1,-2
pPAFAH inh,3,2,6,8,0,-5
AHR act,-5,3,-1,-7,1,4

[31] CNC(=O)/C(C#N)=C/c1c(N2CCN(c3ccc(OC)cc3)CC2)nc2c(C)cccn2c1=O
[32] CS(=O)(=O)N(CC(=O)NCc1ccncc1)c1cc(Cl)cc(Cl)c1
[33] Cc1ccc(C)c(SCC(=O)Nc2oc(C)c3c(C)n[nH]c(=O)c23)c1
[34] CCCn1c(SCC(=O)N2CCc3ccccc32)nnc1-c1ccco1
[35] CCOc1ccc(-n2c(C)cc(/C=N/NC(=O)C(N)=O)c2C)cc1
[36] C=CCNC(=S)Nc1cc(S(=O)(=O)N2CCOCC2)ccc1-n1cncn1

assay / entry,31,32,33,34,35,36
PME-1 primary,10,-8,2,0,-16,0
Fam108B counter,3,3,1,-3,5,1
MEX-5 binding,3.3,0.7,-0.7,-2.2,-0.4,0.5
MCL1 BIM primary,7,7,-4,-6,6,7
Bcl-xL primary,8,5,0,-3,4,10
GLD-1 RNA inh,5,-2,1,2,-6,2
PAFAH1B2 FP inh,-5,1,0,6,5,1
pPAFAH inh,7,5,5,1,5,1
AHR act,55*,1,6,8,10,0

[37] O=C(NCc1ccc(Cl)cc1)c1cccc(NC(=O)c2ccccc2)c1
[38] CCOC(=O)c1ccccc1NC(=O)CC1SC(=NC)N(C)C1=O (configuration not stated)
[39] O=C(O)CC(NC(=O)CCc1ccccc1)c1ccc(Cl)cc1 (configuration not stated)
[40] CN(Cc1ccccc1)Cc1nc2c(c(=O)n(C)c(=O)n2C)n1CCc1ccccc1
[41] COc1ccc(NC(=O)CC2C(=O)N(C)C(=S)N2Cc2cccs2)cc1 (configuration not stated)
[42] Cc1nn(C)c(Cl)c1CN1CCN(C2CCCC2)C(CCO)C1 (configuration not stated)

assay / entry,37,38,39,40,41,42
PME-1 primary,-15,-8,-5,-3,3,3
Fam108B counter,-17,0,1,-8,1,-1
MEX-5 binding,0.5,2.8,0.5,-1.7,0.2,2.1
MCL1 BIM primary,0,-2,-5,-10,-1,4
Bcl-xL primary,-1,0,-1,-7,-2,8
GLD-1 RNA inh,1,-3,-5,-13,-4,7
PAFAH1B2 FP inh,-2,5,16,8,-2,2
pPAFAH inh,-7,-1,3,-6,1,2
AHR act,11,6,1,4,-1,-1

[43] CCNc1ccc(C(=O)N/N=C/c2c(C)nn(-c3ccccc3)c2N2CCCC2)cc1[N+](=O)[O-]
[44] COc1ccc2c(=O)c3c(=O)n(Cc4ccco4)c(-c4ccc(C)cc4)nc3oc2c1
[45] Cc1cc(C)nc(N(C#N)C(C)C(=O)N(C)C)n1 (configuration not stated)
[46] O=C(N/N=C/c1ccccn1)c1cc(-c2ccc(Br)s2)[nH]n1
[47] CCOC(=O)COc1ccc2c(c1)C(=O)CC(C)(C)O2
[48] O=C(N/N=C/C=C/c1ccc(Br)cc1)C(O)c1ccccc1 (configuration not stated)

assay / entry,43,44,45,46,47,48
PME-1 primary,3,0,5,-17,11,-8
Fam108B counter,3,-5,3,-8,1,4
MEX-5 binding,-1.5,0.0,-0.1,-1.4,-2.5,-0.2
MCL1 BIM primary,6,7,-10,-9,-10,2
Bcl-xL primary,5,2,1,1,3,2
GLD-1 RNA inh,2,9,-1,-8,5,0
PAFAH1B2 FP inh,3,-1,-3,2,3,-1
pPAFAH inh,3,8,1,8,1,-2
AHR act,0,6,0,38,1,10

[49] COc1ccc(CNC(=O)C(C)n2nc(C)c3c(C)n(-c4ccc(C)cc4)nc3c2=O)cc1 (configuration not stated)
[50] C[C@@H]1C=CC(=O)O[C@@H]1c1ccc(Cl)cc1
[51] CSCCC(NS(=O)(=O)c1ccc2c(c1)oc(=O)n2C)C(=O)NCc1cccs1 (configuration not stated)
[52] CC[n+]1ccccc1/C=C1\Sc2ccc(C)cc2N1C
[53] CCOC(=O)Nc1ccc2c(c1)N(CCCN(C)C)c1ccccc1CC2
[54] Cc1ccccc1N1CCN(C(=S)c2ccc(-c3cccc([N+](=O)[O-])c3)o2)CC1

assay / entry,49,50,51,52,53,54
PME-1 primary,-2,1,1,-2,-1,4
Fam108B counter,-2,-3,6,1,-2,1
MEX-5 binding,0.4,-3.8,-1.0,31,-1.7,0.7
MCL1 BIM primary,0,3,2,-22,2,9
Bcl-xL primary,0,3,6,-12,3,4
GLD-1 RNA inh,-8,-1,2,-181,-8,5
PAFAH1B2 FP inh,0,.,3,-6,4,0
pPAFAH inh,5,4,-1,-6,5,9
AHR act,1,8,2,-2,0,12

[55] CCOCCCNC(=O)CCNS(=O)(=O)c1ccc(C)cc1
[56] COc1ccc2nc(NC(=O)CCc3ccc(OC)c(OC)c3)sc2c1
[57] CCc1cc(=O)oc2cc(C)cc(OCC(=O)NCCc3c[nH]c4ccccc34)c12
[58] CCOC(=O)N1CCN(CC(=O)Nc2nnc(C(F)(F)F)s2)CC1
[59] CC(=O)Nc1ccc(S(=O)(=O)N(CC(=O)O)Cc2ccccc2)cc1
[60] Cc1cc(NC(=O)CSc2nnc(C)n2C)no1
[61] Cc1ccc(NC(=O)N2CCN(C(=O)c3ccco3)CC2)cc1Cl

assay / entry,55,56,57,58,59,60,61
PME-1 primary,3,0,15,4,-1,-6,-8
Fam108B counter,1,-1,-2,-1,1,6,-4
MEX-5 binding,0.0,-0.3,-1.2,0.6,0.0,-0.4,1.5
MCL1 BIM primary,-10,-7,-3,2,5,-3,-11
Bcl-xL primary,-1,-7,2,0,2,2,-4
GLD-1 RNA inh,3,4,9,9,0,3,2
PAFAH1B2 FP inh,2,10,1,0,-2,-5,0
pPAFAH inh,3,0,-6,3,-2,2,3
AHR act,-1,7,9,0,0,0,-2

Source: PubChem BioAssay
